# Assay outcomes deposited in PubChem by several laboratories.
# iPSC survival up – enhancers of single-cell hiPSC survival, primary screen, ATPlite luminescence. 100% = ROCK inhibitor wells, 0% = DMSO. actives 0.044% (n = 360,000). survival enhancement, % at 20 µM; in the data active = survival enhancement above about 18%;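 note: cells exposed to compounds for 16 hours before the ATP read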
# Shn3 3UTR inh – reduction of Shn3 3'UTR firefly luciferase signal, primary screen, Schnurri-3 inhibitor project, cell-based, Clone20 osteoblasts, set 2. Clone20 osteoblast Shn3 3'UTR firefly luciferase, 24 h. inhibition, % at 12.5 µM. actives 0.52% (n = 360,000);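 active = mean inhibition of at least 75% with every replicate also reaching 75%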;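 note: 0% = median of neutral control wells and 100% = pilot-screen positive control compound; some compounds past the cut are filed as inactive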
# NR2E3 ag-1 – NR2E3 agonists in two-hybrid cells, primary screen, cell-based, luminescence, CHO-S, Gal4-NCOR/VP16-NR2E3. Photoreceptor-specific nuclear receptor (Homo sapiens), Q9Y5X4. luciferase. inhibition of corepressor binding, % at 3.98 µM. actives 0.35% (n = 360,000). AID 602229, 2012;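 active = inhibition above the mean of all tested compounds plus 3 SD, cut at about 70% in these data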;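 note: 0% = DMSO with NR2E3 transfected cells and 100% = cells lacking NR2E3 construct; higher means lower luciferase signal from less NR2E3 corepressor binding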
# Target sequence (Q9Y5X4 whole entry, looked up, the tested form may be a part): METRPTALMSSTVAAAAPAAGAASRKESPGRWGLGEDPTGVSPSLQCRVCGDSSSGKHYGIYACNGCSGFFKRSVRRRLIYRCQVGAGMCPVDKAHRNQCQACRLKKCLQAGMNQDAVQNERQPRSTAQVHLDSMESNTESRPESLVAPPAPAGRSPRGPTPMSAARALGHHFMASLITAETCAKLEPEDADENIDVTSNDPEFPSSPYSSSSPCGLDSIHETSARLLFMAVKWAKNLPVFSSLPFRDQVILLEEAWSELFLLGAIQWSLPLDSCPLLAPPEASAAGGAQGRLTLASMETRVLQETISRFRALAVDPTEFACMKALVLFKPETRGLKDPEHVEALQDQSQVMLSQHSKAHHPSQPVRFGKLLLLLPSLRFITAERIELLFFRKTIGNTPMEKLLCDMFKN
# CF NFkB inh – inhibitors of PAF-induced NF-kB signaling, primary screen, cell-based, GFP fluorescence, uHTS; KKLEB NF-kB-GFP reporter, GFP fluorescence overnight; inhibition, % at 5 µM; actives 0.86% (n = 360,000); AID 588850, 2011;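 active = at least 50% inhibition at 5 µM, scaled per plate between neutral and stimulator controls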;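 note: PAF is a Pseudomonas aeruginosa culture filtrate used as stimulus; plate controls were PAF-stimulated DMSO wells for no effect and unstimulated DMSO wells for full effect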
# TWEAK Fn14 block – inhibitors of TWEAK-Fn14 signaling, primary screen, luciferase reporter cells, uHTS. actives 2% (n = 360,000). TWEAK-stimulated Fn14 reporter cells, luciferase luminescence, 8 h. inhibition, % at 10 µM; in the data active = inhibition above about 50%
# NR2E3 ag-2 – inhibitors of NR2E3-RetCOR corepressor binding, primary screen, NR2E3 agonist project, biochemical, TR-FRET, GST-NR2E3, biotin-RetCOR. Photoreceptor-specific nuclear receptor (Homo sapiens), Q9Y5X4. 1536-well. inhibition of corepressor binding, % at 4.78 µM. actives 0.12% (n = 320,000). AID 2300, 2010;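 active = percent inhibition above the cutoff of mean plus 3 SD of all tested compounds, set per screening campaign, cut at about 20% in these data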;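 note: 0% = DMSO wells and 100% = biotin wells as full block of FRET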
#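 System: GST-tagged NR2E3 plus biotinylated RetCOR corepressor; Buffer or medium: pH 7.5 Tris-based buffer; Probe or stimulus: RetCOR corepressor, biotinylated, 7 nM; Doses: compound at 4.8 µM, single dose; Schedule: 5 h incubation at 4 °C; Technique: time-resolved FRET; Evaluation: percent inhibition of TR-FRET ratio; Replication: one well per compound, singlicate testing.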
# KKLEB tox – cytotoxicity in KKLEB CF airway cells, primary screen, cytotoxicity control for CF NF-kB inhibitor project, cell-based, uHTS, fluorescence assay plates | KKLEB CF airway cells viability, ATPlite luminescence, overnight; stronger effect = lower value; cells stimulated with P. aeruginosa culture filtrate | actives 0.36% (n = 360,000) | AID 602141, 2011 | activity change (cytotoxicity), % at 5 µM;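 active = corrected activity change at or below -50% at 5 µM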
# TRPM1 prom inh – inhibitors of MITF-dependent TRPM1 promoter reporter, primary screen, cell-based, SK-MEL-5, single point, luciferase. SK-MEL-5 TRPM1 promoter luciferase, 24 h. inhibition, % at 12.5 µM. actives 0.83% (n = 330,000);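 active = mean inhibition across replicates of 60% or more, whatever share of single replicates reaches that level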; note: values of inactives mirror those of a sister screen read the other way
# HIF-2a block – HIF-2a reporter inhibitors, primary screen, luminescence, 786-0 RCC cells | 786-0 RCC cells HIF-2a reporter, luciferase luminescence, overnight | inhibition, % at 18.8 µM | actives 0.72% (n = 360,000);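 active = inhibition of the luminescence signal of 40% or more relative to plate controls, in a single-dose primary screen at 18.75 µM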
# Peg3 promoter – Peg3 promoter-driven luciferase inhibitors, primary screen, cell-based, HeLa, luciferase luminescence; inhibition, % at 20 µM; HeLa PEG-Prom luciferase reporter, overnight; AID 588405, 2011; actives 1.7% (n = 360,000);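 active = inhibition of at least 50% at 20 µM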
# aDG glyco up – activators of alpha-DG glycosylation, primary screen, uHTS, Pro5-aDG cells, AlphaScreen; activation, % at 10 µM; alpha-DG glycosylation AlphaScreen (IIH6); 0% Pro5, 100% B10-LARGE cell signal; actives 0.22% (n = 360,000);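 active = activation of at least 8% versus controls, or a plate z-score of at least 8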;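 note: Pro5 are CHO cells carrying HIG-tagged alpha-DG that lacks glycosylation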
# * hit, by the source's call; . = not tested or not shown.
item	SMILES	iPSC survival up	Shn3 3UTR inh	NR2E3 ag-1	CF NFkB inh	TWEAK Fn14 block	NR2E3 ag-2	KKLEB tox	TRPM1 prom inh	HIF-2a block	Peg3 promoter	aDG glyco up
1	COC(=O)/C=C1\S/C(=N\N=C\CC(=O)OC)NC1=O	0.5	-8	-15	4	-3	-2	-9	5	20	-3	0.1
2	Cc1ccc(-c2csc(N3CCC(C(N)=O)CC3)n2)cc1	6.0	-50	-115	14	-35	3	1	-61	-167	-307	-0.2
3	C=CCOCCN1C(=O)C2C(c3ccccc3)C=CC(c3ccccc3)C2C1=O (centres undefined)	-0.7	12	-12	-7	16	-1	12	4	25	-4	0.2
4	Cc1ccc(-c2cc(C(=O)O)c3cc(Br)ccc3n2)o1	9.7	-9	-28	8	8	31*	-9	-11	21	14	0.1
5	CCOC(=O)C1CCN(C(=O)c2ccc(Cl)c(S(=O)(=O)N3CCOCC3)c2)CC1	0.2	-6	-12	5	5	-2	-8	6	-27	-4	0.0
6	S=c1[nH]cc(-c2ccccc2)n1-c1cccc(Cl)c1	0.2	30	-35	-7	16	0	-4	2	-2	12	0.3
7	COc1ccc(CCNC(N)=S)cc1OC	-0.6	16	-2	4	-4	2	0	4	22	1	0.5
8	c1ccc2cc(OCc3nc4ccccc4[nH]3)ccc2c1	-3.2	-54	-119	2	11	-1	-11	-20	-238	-258	0.3
9	COc1ccc([N+](=O)[O-])cc1NC(=O)C(C)N(C)Cc1cccc(OC)c1OC (centres undefined)	1.5	59	-4	15	19	-2	-4	9	12	23	0.2
10	COc1ccc(C)cc1NC(=O)C(OC(=O)C1CC1)c1ccccc1 (centres undefined)	-0.4	1	8	0	-7	1	5	15	-1	-10	-0.1
11	Cc1cccc(N(C)S(=O)(=O)c2c(C)noc2C)c1	-0.4	-10	-28	-6	-6	1	8	3	6	6	-0.4
12	COc1cc(OC)cc(C(=O)N[C@H](C(=O)OCC(=O)Nc2ccc(F)c(F)c2)C(C)C)c1	-0.7	-11	-4	-14	-17	-1	11	-12	1	4	-0.1
13	Cc1nnc(Nc2ccc(C(=O)N3CCOCC3)cc2)c2ccccc12	-1.6	12	7	13	-29	6	-8	-5	-8	-3	-0.1
14	O=C(c1sc2cc([N+](=O)[O-])ccc2c1Cl)N1CCOCC1	1.6	5	15	1	-1	1	-5	2	10	7	0.0
15	COC(=O)COc1ccc(S(=O)(=O)Nc2ccc(C(N)=O)cc2)cc1Cl	3.8	21	-55	-9	-7	8	8	2	14	7	77*
16	CCn1c(C)nnc1SCC(=O)Nc1cccc(Cl)c1	-0.3	-5	-15	6	6	-2	-3	8	16	3	-0.1
17	O=C(Nc1cc(-c2nn(CC(=O)N3CCCCC3)c(=O)c3ccccc23)ccc1N1CCOCC1)c1ccc(Cl)cc1	1.0	5	13	-11	-8	0	16	-1	8	-8	0.0
18	CCOc1ccc(NC(=O)COC(=O)C2COc3ccccc3O2)cc1 (centres undefined)	0.9	6	10	4	11	.	10	.	4	0	-0.2
19	COc1ccc(Nc2ncnc3c2cnn3Cc2ccccc2)cc1OC	2.1	32	13	2	3	0	0	9	-17	22	0.6
20	COC(=O)c1[nH]c2ccccc2c1NC(=O)CCN1CCSCC1	26*	-2	-6	10	13	1	-6	4	13	-18	-0.2
21	COCCn1c(=S)[nH]c2cc(C(=O)N3CCN(c4ccccc4OC)CC3)ccc2c1=O	-1.3	33	4	-12	11	-1	7	16	4	29	0.3
22	O=C(CN1CCN(C(=O)c2ccco2)CC1)Nc1ccccc1-c1ccccc1	-0.1	65	-31	7	0	-3	-20	8	12	13	0.0
23	N=C1/C(=C/c2cccs2)C(=O)N=C2SN=C(SCc3ccccc3)N12	-2.7	-32	-110	22	-9	2	-27	-30	-159	-81	-0.3
24	CCC(=O)Oc1ccc(NC(=O)CSCc2ccccc2)cc1	-1.7	-42	-20	15	-37	3	-6	-56	-132	-145	-0.3
25	CC(C)C[C@@H](CN1CCC[C@@H]1CN1C(=O)C(=O)NC[C@@H]1Cc1ccc(O)cc1)N1C[C@H](Cc2ccc(O)cc2)N(CC2CCCCCC2)C(=O)C1=O	-0.4	.	-3	.	-3	.	.	.	-1	.	0.1
26	CCCN1C(=O)S/C(=C\c2ccc(N3CCOCC3)o2)C1=O	-2.8	89*	0	-7	47	-1	12	-57	-178	-169	-0.7
27	COc1cc(/C=C/C(=O)O)cc(S(=O)(=O)N(CC(C)C)CC(C)C)c1OC	0.1	14	15	1	-3	3	0	5	14	4	0.2
28	COc1ccccc1S(=O)(=O)Cc1ccc(C(=O)N2CCN(c3ccc(C)cc3)C(C)C2)o1 (centres undefined)	0.4	-2	-13	5	5	2	1	.	11	28	-0.3
29	CC(/C=C1\SC(=Nc2cccnc2)NC1=O)=C\c1ccccc1	-0.3	-4	-19	40	7	3	7	6	-17	21	0.0
30	Cc1ccc(S(=O)(=O)N2CCCN(S(=O)(=O)c3ccc4c(c3)OCCO4)CC2)cc1	-4.1	-1	18	-5	0	3	7	4	3	25	0.0
31	Cc1cc(F)ccc1-c1cc(C(=O)NC(C)C)[nH]n1	-1.9	17	-36	-15	-9	.	11	.	-209	-129	0.0
32	COc1ccc(C2CC(=O)CCN2S(=O)(=O)c2ccc(C)cc2)cc1 (centres undefined)	1.7	12	-5	-7	-12	.	5	-15	-1	9	-0.3
33	CC1(C)CC(=O)c2sc(NC(=O)c3ccco3)nc2C1	-3.3	-39	-101	-28	-2	1	2	.	-168	-112	0.0
34	O=C(Nc1ccc2c(c1)C(=O)N(CC1CCCO1)C2=O)c1cccc(Br)c1 (centres undefined)	1.0	-21	-28	-5	1	2	-1	-9	-96	-48	0.0
35	CCn1c2ccccc2c2cc(NC(=O)COC(=O)C3CCC(=O)N3)ccc21 (centres undefined)	-2.9	-32	4	0	-4	0	7	5	-39	-16	0.1
36	O=c1cc(N2CCN(c3cccc(Cl)c3)CC2)[nH]c(=O)n1C1CCCCC1	-4.1	-69	57	31	10	0	-22	1	24	38	-0.7
37	Cc1cc2nc(-c3ccco3)cc(C(F)(F)F)n2n1	0.0	-7	-5	-2	7	2	-13	-13	13	3	0.9
38	CCOC(=O)C(=O)Nc1cc(C(=O)OC)cc(C(=O)OC)c1	-0.5	0	-33	4	-2	2	-2	11	9	3	-0.1
39	CCOC(=O)C1(Cc2ccccc2)CCN(Cc2ccc3c(c2)OCCO3)CC1	2.4	-2	-6	-9	8	4	-9	4	8	1	-0.4
40	COc1ccc(-c2nc(CS(=O)(=O)CC(=O)Nc3cccc(C(C)=O)c3)c(C)o2)cc1	0.7	3	-11	11	20	-3	4	6	-1	-3	0.0
41	CCOC(=O)C1CCCN(C(=O)CNS(=O)(=O)c2ccc(Br)s2)C1 (centres undefined)	0.9	8	-3	-10	2	1	8	-3	-3	14	0.0
42	Cn1c(N)c(C(=O)COC(=O)c2ccco2)c(=O)n(C)c1=O	-4.1	-2	-15	-2	-13	-1	-9	-13	8	1	0.0
43	COc1cc(/C=C2/SC(=Nc3ccc(O)cc3)NC2=O)cc(OC)c1O	-0.5	10	11	-12	18	4	-13	7	26	18	-0.1
44	Cc1cc2c(c(=O)n1CCN(C)C)C(c1ccccc1Br)C(C#N)=C(N)O2 (centres undefined)	-1.6	4	-22	-4	-6	2	4	-7	13	8	-0.4
45	COc1ccc(C(=O)NCCc2nnc3ccc(SCC(=O)Nc4ccccc4)nn23)cc1	-0.5	14	-18	-9	-10	0	-5	2	19	16	0.0

# Arranged by value in Peg3 promoter (falling): some entries from above.
no.	canonical_smiles	Shn3 3UTR inh	NR2E3 ag-1	CF NFkB inh	TWEAK Fn14 block	NR2E3 ag-2	TRPM1 prom inh	HIF-2a block	Peg3 promoter	aDG glyco up
39	CCOC(=O)C1(Cc2ccccc2)CCN(Cc2ccc3c(c2)OCCO3)CC1	-2	-6	-9	8	4	4	8	1	-0.4
35	CCn1c2ccccc2c2cc(NC(=O)COC(=O)C3CCC(=O)N3)ccc21 (centres undefined)	-32	4	0	-4	0	5	-39	-16	0.1
33	CC1(C)CC(=O)c2sc(NC(=O)c3ccco3)nc2C1	-39	-101	-28	-2	1	.	-168	-112	0.0

# (continued)
item	SMILES	iPSC survival up	Shn3 3UTR inh	NR2E3 ag-1	CF NFkB inh	TWEAK Fn14 block	NR2E3 ag-2	KKLEB tox	TRPM1 prom inh	HIF-2a block	Peg3 promoter	aDG glyco up
46	COc1ccc(C(=O)N/C(=C\c2ccc(Cl)cc2)C(=O)NCc2ccncc2)cc1	-0.7	-5	4	-8	-8	.	13	.	15	12	-0.2
47	COC(=O)Cc1csc(NC(=O)CSc2nncn2C)n1	-0.7	4	-16	-3	-10	.	4	.	2	-4	-0.2
48	CCCCCc1ccc(OCCOCCn2c[n+](C)c3ccccc32)c(CCCCC)c1	-3.9	93*	-17	38	89*	.	-43	77*	9	105*	1.9
49	COc1ccc(N2CCN(CCCNC(=O)C(=O)c3c(C)[nH]c4ccccc34)CC2)cc1	0.8	7	17	6	6	0	-2	11	16	5	-0.3
50	O=C(COC(=O)c1cc(=O)[nH]c2ccccc12)Nc1ccc(F)cc1F	-3.5	-12	18	-24	5	.	-8	4	16	7	0.0
51	COCCNC(=O)c1ccccc1N(Cc1ccccc1)S(=O)(=O)c1ccc(C)cc1	6.4	4	-24	-13	-7	4	-2	-10	14	22	0.9
52	COc1ccc(-c2ccn(-c3cccc(F)n3)n2)cc1	3.6	-63	-57	18	56*	.	-12	-26	-130	-112	-0.3
53	CC(C)[C@H](N)C(=O)NC[C@H](CC(=O)NC[C@H]1CC[C@H](C(=O)O)CC1)c1ccc(Cl)cc1	1.9	-14	-19	5	21	1	0	1	10	8	-0.1
54	CCN1C(=O)[C@H]2[C@@H](c3ccc(-c4ccc(Cl)c(Cl)c4)cc3)N[C@@](Cc3ccccc3)(C(=O)OC)[C@H]2C1=O	-2.3	6	11	27	15	-2	1	19	17	18	0.4
55	CCSc1nc2c(c(=O)[nH]c(=O)n2C)n1Cc1ccc(Cl)cc1	-1.7	11	6	-4	-26	3	-11	6	20	20	0.1
56	O=C(CCN1CCN(CCO)CC1)Nc1ccc(C2CCCC2)cc1	-1.3	10	-13	1	6	1	14	8	2	21	0.5
57	Cc1ccc2cc(COC(=O)c3ccco3)c(=O)[nH]c2c1	4.4	11	-3	-12	8	-3	4	20	6	7	-0.1
58	CNc1cc(-c2cccc(OC)c2F)nc2ccnn12	1.7	-61	9	0	9	.	21	.	-21	-21	0.7
59	CC(C)NC(=O)COC(=O)/C=C/c1ccco1	-0.7	-5	-22	-22	-1	0	9	-1	-7	-13	-0.2
